TrxR1 substrate: rat thioredoxin reductase 1 substrate activity; O89049; purified TrxR1 substrate turnover, NADPH consumption readout; Potency, µM (top dose mostly 114 µM), without a hit: at the highest dose activity change, negative = substrate turnover; 390,000 tested, 0.01% active; AID 588456; note: potency is the fitted concentration of half-maximal effect; % is set by controls: 0 for no effect and ±100 for the full control effect; nearly all actives have a fitted effect of over 50% in size
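Rat TrxR1, dispensed at 90 nM, was prereduced with 400 uM NADPH (final) for 5 min at ~22 deg C, then incubated with compound 15 min before 400 uM selenite. A first-read NADPH fluorescence drop versus no-compound background flagged substrates.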
Pin1 inhibitor: inhibitors of human Pin1. 390,000 tested, 0.009% active. AID 504891. Q13526. Potency, µM (doses to about 115 µM), without a hit: at the highest dose activity, negative = inhibition, hits mostly inhibitors. Pin1 FP peptide displacement, HiFluor488, 10 min; active = well fitted inhibition curve with a large enough effect in the polarisation, with a control signal flat, not every such curve was filed as active; inconclusive = small, poorly fitted or top-dose-only effect, or effect the other way, or a change in a side signal; inactive = no such curve, though single readings can be large or run the other way; the % refers to the polarisation; note: potency is the fitted concentration of half-maximal effect; % is set by controls: 0 for no effect and ±100 for the full control effect
Target sequence (Q13526 whole entry, looked up): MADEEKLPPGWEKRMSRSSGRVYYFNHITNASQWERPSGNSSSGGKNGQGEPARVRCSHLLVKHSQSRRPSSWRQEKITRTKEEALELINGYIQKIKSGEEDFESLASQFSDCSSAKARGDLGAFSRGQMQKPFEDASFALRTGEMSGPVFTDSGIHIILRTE
USP1 inh: inhibitors of human USP1/UAF1 deubiquitinase. O94782. recombinant USP1/UAF1, Ub-Rhodamine cleavage fluorescence. Potency, µM (highest dose often 57.1 µM), without a hit: top-dose activity change, negative = inhibition, hits mostly inhibitors. 390,000 tested, 0.23% active. AID 743255; note: potency is the fitted concentration of half-maximal effect; % is set by controls: 0 for no effect and ±100 for the full control effect; nearly all actives have a fitted effect of over 60% in size; inactives centre near -12
Target sequence (O94782 whole entry, looked up): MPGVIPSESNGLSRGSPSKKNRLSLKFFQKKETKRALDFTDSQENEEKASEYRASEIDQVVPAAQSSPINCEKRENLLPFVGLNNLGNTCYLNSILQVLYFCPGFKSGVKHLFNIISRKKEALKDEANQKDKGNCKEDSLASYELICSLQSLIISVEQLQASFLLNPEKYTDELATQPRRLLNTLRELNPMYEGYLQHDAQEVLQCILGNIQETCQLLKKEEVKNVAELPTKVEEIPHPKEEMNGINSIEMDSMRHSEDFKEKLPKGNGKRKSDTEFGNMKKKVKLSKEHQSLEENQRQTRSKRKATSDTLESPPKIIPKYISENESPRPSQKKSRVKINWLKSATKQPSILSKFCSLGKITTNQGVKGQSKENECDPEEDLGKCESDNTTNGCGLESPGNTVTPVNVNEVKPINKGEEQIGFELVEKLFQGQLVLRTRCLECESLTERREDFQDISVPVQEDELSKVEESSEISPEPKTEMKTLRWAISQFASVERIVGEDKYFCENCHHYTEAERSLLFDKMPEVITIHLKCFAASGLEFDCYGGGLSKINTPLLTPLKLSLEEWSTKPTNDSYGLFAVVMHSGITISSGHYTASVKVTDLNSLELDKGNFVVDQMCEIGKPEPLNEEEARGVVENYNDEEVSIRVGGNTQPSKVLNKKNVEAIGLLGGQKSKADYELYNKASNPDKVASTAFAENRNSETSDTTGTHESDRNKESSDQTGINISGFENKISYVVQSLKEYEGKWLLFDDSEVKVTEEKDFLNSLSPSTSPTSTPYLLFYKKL
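High-throughput fluorogenic screen: 1nM USP1/UAF1 complex, Ub-Rho substrate 150nM final, 50mM HEPES pH 7.8 with 0.5mM EDTA, 0.1 mg/ml BSA, 1mM TCEP and 0.01% Tween-20.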
mIDH1 inhibitor: inhibitors of human mutant IDH1 R132H; O75874; IDH1-R132H enzyme, NADPH consumption, diaphorase/resazurin fluorescence; Potency, µM (series often up to 76.6 µM), for inactives: top-dose activity change, negative = inhibition, hits mostly inhibitors; 390,000 tested, 0.093% active; note: potency is the fitted concentration of half-maximal effect; % is set by controls: 0 for no effect and ±100 for the full control effect; nearly all actives have a fitted effect of over 65% in size
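IDH1-R132H (0.5 ug/mL dispensed) in pH 7.5 Tris buffer was preincubated 30 min with compound, then given a substrate mix of 0.016 mM NADPH and 2 mM alpha-KG for 80 min at room temperature; remaining NADPH was read by diaphorase/resazurin fluorescence.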
D2 antag: antagonists of human D2 dopamine receptor; P14416; HEK293 TREx D2 cells, calcium flux, dopamine EC80; inhibition, % at 10 µM; 340,000 tested, 2% active; in the data active = inhibition above about 30%; note: 0% is about no effect
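In this primary screen, negative modulation is detected by tracking calcium flux after an EC80 dopamine challenge in inducible HEK293 T-REx D2 cells preexposed to test compound for 180 s.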
TRHR ag: agonists of human TRH receptor; P34981; TRHR cells, calcium flux fluo-8, FDSS agonist mode; activation, % at 2 µM; 360,000 tested, 0.18% active; AID 493084; in the data active = activation above about 30%; note: 0% is about no effect
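TRHR-expressing cells, plated overnight in medium with 10% serum, were loaded with fluo-8 calcium dye at room temperature. After a 10 s baseline, library compound was pin-added and calcium release was recorded kinetically (ex 480/em 530) as agonist response.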
TrxR1 inh: rat TrxR1 inhibition; O89049; recombinant rTrxR1, NADPH fluorescence consumption, selenite substrate; Potency, µM (series often up to 114 µM), without a hit: top-dose activity change, negative = inhibition, hits mostly inhibitors; 390,000 tested, 1% active; note: potency is the fitted concentration of half-maximal effect; % is set by controls: 0 for no effect and ±100 for the full control effect; nearly all actives have a fitted effect of over 65% in size
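Rat TrxR1 (90 nM in the dispensed reagent) was pre-reduced with 400 uM NADPH for 5 min at room temperature, then incubated with compound for 15 min. After 400 uM selenite was added, NADPH fluorescence (Ex 340/Em 450 nm) was followed for 8 min.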
D2 agonist: activates the human D2 dopamine receptor | activation, % at 2 µM | AID 485358 | HEK293 T-REx D2 cells, calcium flux agonist mode | P14416 | 340,000 tested, 0.53% active;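 active = activation over 3 SD above normal in the single-dose calcium agonist read, cut at about 30% in these data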; note: 0% is about no effect
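Tetracycline-induced HEK293 T-REx cells with force-coupled D2 receptor, plated overnight at 30 C, loaded with no-wash calcium dye. After a 10 s baseline, compound was pin-added and calcium flux read kinetically for 180 s; calcium rises flagged agonists.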
TRHR enhancer: TRH receptor (human) allosteric enhancement | P34981 | TRHR cells, fluo-8 calcium fluorescence, EC20 TRH enhancement | enhancement, % at 2 µM | 360,000 tested, 0.66% active; in the data active = enhancement above about 30%; note: 0% is about no effect
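TRHR-expressing cells loaded with fluo-8 calcium dye were read kinetically (ex 480/em 530) during compound addition, then stimulated with an EC20 of TRH (10 nM final). Enhancement of the Gq-mediated intracellular calcium response was scored.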
* hit, by the source's call; ? = inconclusive; · = no result given; [ ] = dose if it differs, or a comment. Unless noted, calls come from the whole dose curve; as a rule, active = well fitted inhibition curve with a large enough effect; inconclusive = small, poorly fitted or top-dose-only effect; inactive = no such curve, though single readings can be large or run the other way.

SMILES | TRHR enhancer | D2 antag | TrxR1 inh | Pin1 inhibitor | TrxR1 substrate | USP1 inh | TRHR ag | mIDH1 inhibitor | D2 agonist
O=C1CCCC(O)=C1N=Nc1c(Cl)cc(Cl)cc1Cl | 3 | 0 | -5% | 4% | -9% | -17% | 0.4 | 0% | -0.5
Cc1c(C(=O)O)oc2ccc(S(=O)(=O)N3CCC(C)CC3)cc12 | 9 | 19 | 2% | -2% | 4%[57.1 µM] | 3% | -1.0 | 0% | -0.6
COc1cccc(CC2(CO)CCCN(Cc3ccccc3Cl)C2)c1 (configuration not stated) | 0 | -15 | -9% | 1% | 5% | -20% | 0.4 | 0% | -1.4
COc1cccc(N2CCN(C(=O)CCCn3c(=O)[nH]c4ccc(Br)cc4c3=O)CC2)c1 | 6 | · | 18% | 18% | -3% | -18% | -0.2 | 0% | -0.3
Cc1nc2nc(C)c(CCC(=O)NCc3cccc(Cl)c3)c(C)n2n1 | -9 | · | 13% | 5% | 1% | -4% | -0.4 | -6% | -0.6
CCC(=O)Nc1ccc(C(=O)CN2C(=O)NC3(CCCCCC3)C2=O)cc1 | 9 | -24 | 0% | 14% | -2% | -9% | 0.1 | 7% | 1.1
COc1ccc(S(=O)(=O)N2CCCCC2)cc1NC(=O)Cn1cnc2c1c(=O)n(C)c(=O)n2C | · | · | 20% | 1% | 5% | -10% | · | 5% | ·
COc1ccc(CCC(=O)Nc2ccc(Cl)c(S(=O)(=O)N3CCOCC3)c2)cc1OC | · | · | 7% | 3% | 1% | -22% | · | 2% | ·
CNC(=O)/C(=C\c1cccc(Oc2ccccc2)c1)NC(=O)c1ccccc1 | 12 | 8 | 4%[57.1 µM] | 2% | 8%[57.1 µM] | -5% | -0.2 | 13% | -0.3
O=C(NCCCN1CCOCC1)c1cc(-c2cccs2)on1 | -6 | 0 | 16µM* | 0% | -4%[57.1 µM] | 1% | 0.5 | -8% | 0.7
CCC(NC(=O)Nc1ncccc1C)(C(F)(F)F)C(F)(F)F | -7 | 0 | 9% | 5% | -3% | -16% | 0.5 | 1% | -0.5
c1ccc(C[n+]2cccc3c4ccccc4ccc32)cc1 | 8 | · | 24%[57.1 µM] | -1% | 101%[activator][57.1 µM] | 2% | -0.9 | 12% | ·
O=C(CN1CCCC1)N1CCCc2c1c(=O)oc1ccc(OCc3ccccc3)cc21 | -1 | -12 | 4%[57.1 µM] | 3% | 45%[activator][57.1 µM] | -7% | -1.7 | 7% | 0.2
Cc1ccc(CCNC(=O)C2CCCN(S(C)(=O)=O)C2)cc1 (configuration not stated) | -1 | -2 | 8%[57.1 µM] | 3% | 6%[57.1 µM] | -19% | 1.9 | -1% | 0.3
O=C(Nc1cccc(-c2ccc(N3CCOCC3)nn2)c1)c1ccccc1 | 4 | · | -11%[57.1 µM] | 4% | -8%[57.1 µM] | -1% | 0.1 | -11% | ·
O=C(c1cccc2ccccc12)C1CCCN(C(=O)CCCn2cncn2)C1 (configuration not stated) | -1 | -2 | 20% | -6% | 1% | -10% | 0.0 | -7% | 0.4
O=C(N1CCCCC1)C12CC3CC(CC(C3)C1)C2 | 6 | · | 9% | 0% | -1% | -23% | -0.5 | 8% | ·
N#CC(c1ccccc1)c1ccc2c(C(F)(F)F)cc(C(F)(F)F)nc2n1 (configuration not stated) | 5 | 4 | -2% | 2% | -13% | -14% | -0.3 | -3% | 0.9
O=C(NCCOC(=O)c1ccncc1)c1ccccc1 | -1 | 4 | -3% | 0% | -7% | 9% | -1.0 | -3% | -0.1
O=C(O)c1ccc(N/N=C/c2ccc(-c3ccccc3Cl)o2)cc1 | 0 | 9 | -5% | -12% | 3% | -22% | -0.1 | 3% | 0.5
CCN(CC)CCCC(C)n1c2nc(=O)[nH]c(=O)c-2nc2cc(Cl)ccc21 (configuration not stated) | · | · | -18% | ? | ? | 25µM* | · | 17% | ·
Cc1ccc(Nc2ncnc3c2nc2n3CCCC2)c(Br)c1 | -12 | · | 7% | 0% | -6% | -19% | -0.2 | -12% | -0.2
N#C/C(=C\c1ccc(N2CCOCC2)c([N+](=O)[O-])c1)c1nc2ccccc2[nH]1 | -5 | · | -21% | 4% | -23% | 0% | -0.1 | 7% | ·
O=C(NCC(c1cccs1)N1CCOCC1)c1ccc(Cl)cc1 (configuration not stated) | 3 | -11 | 3% | -2% | 7% | -4% | 0.0 | 8% | 0.5
CC(C)COC(=O)CCn1[nH]c(=O)c2ccccc2c1=O | 10 | 9 | -10% | -3% | -1% | -19% | 0.2 | 11% | 0.8
COc1cc(C)cc2oc(=O)c(CC(=O)N3CCN(C(=O)C4COc5ccccc5O4)CC3)c(C)c12 (configuration not stated) | -1 | 37* | 2%[57.1 µM] | 12% | 110%[activator][57.1 µM] | -29% | -0.7 | -12% | -0.8
COc1ccc2nc(-c3ccccc3)cc(C(=O)OCC(=O)N3CCCCC3)c2c1 | -2 | -4 | 0% | 70%[activator] | 80%[activator] | -13% | 0.3 | -11% | -0.7
O=c1/c(=C/c2cn(-c3ccccc3)nc2-c2ccc(F)cc2)sc2nc3ccccc3n12 | 4 | 8 | · | · | · | · | 0.3 | · | 1.2
COCCn1c(=NC(=O)CCS(=O)(=O)c2ccccc2)sc2c(OC)ccc(OC)c21 | -3 | 5 | -18% | ? | -3% | -24% | -0.6 | 3% | -0.4
Oc1ccccc1-c1nc(NCc2ccccc2)c2ccccc2n1 | -4 | -15 | -3% | 23% | -5% | 0% | 0.0 | 0% | -0.7

Structures listed so far that contain a thiophene ring, fused or not, in the order listed:
SMILES | TRHR enhancer | D2 antag | TrxR1 inh | Pin1 inhibitor | TrxR1 substrate | USP1 inh | TRHR ag | mIDH1 inhibitor | D2 agonist
O=C(NCCCN1CCOCC1)c1cc(-c2cccs2)on1 | -6 | 0 | 16µM* | 0% | -4%[57.1 µM] | 1% | 0.5 | -8% | 0.7
O=C(NCC(c1cccs1)N1CCOCC1)c1ccc(Cl)cc1 (configuration not stated) | 3 | -11 | 3% | -2% | 7% | -4% | 0.0 | 8% | 0.5

Next records.
SMILES | TRHR enhancer | D2 antag | TrxR1 inh | Pin1 inhibitor | TrxR1 substrate | USP1 inh | TRHR ag | mIDH1 inhibitor | D2 agonist
Nc1nonc1-n1nnc(C(=O)N/N=C/c2ccc(O)cc2)c1COc1ccc(F)cc1 | -3 | 12 | 31%[activator] | -1% | 9% | -11% | -0.7 | 4% | -0.3
COc1ccc(-c2nnc(SCC(=O)N(C)C3CCS(=O)(=O)C3)n2N)cc1OC (configuration not stated) | -1 | 1 | -9% | -11% | -3% | -5% | 0.2 | 3% | 1.6
CCCC12CN3CC(CCC)(CN(C1)C3c1c[nH]c3ccccc13)C2=O (configuration not stated) | -3 | · | 18%[57.1 µM] | -5% | 1%[57.1 µM] | -10% | 1.3 | 15% | -0.5
CC(c1ccccc1)N1CNc2c(c(=O)n(C)c(=O)n2C)C1 (configuration not stated) | -4 | · | -1% | 2% | 3% | 2% | -0.2 | 8% | ·
CC1(C)CC(NC(=O)C2CCN(S(=O)(=O)c3ccc(F)cc3)CC2)CC(C)(C)N1 | -3 | 20 | 14% | -2% | 3% | -19% | 1.0 | 20% | 0.0
Cc1ccc(N2C(=O)N3[C@@H]4c5ccccc5OC[C@@H]4[C@@H](c4ccccc4)[C@@]3(C)C2=O)cc1 | · | · | 37%[activator] | -1% | 7% | -31% | · | 4% | ·
COc1cc(CCC(=O)OCC(=O)N2CCc3ccccc32)cc(OC)c1OC | 15 | -6 | 17% | -8% | 3% | -13% | -0.4 | 5% | -0.7
COc1cccc(-c2nnc3n(Cc4ccc(F)cc4)c(=O)c4ccccc4n23)c1 | 1 | · | 23% | -4% | -2% | -1% | -0.2 | 0% | 1.0
Cc1ccccc1Cn1cc(NC(=O)c2nc3ncccn3n2)cn1 | 9 | -21 | 10% | 0% | 0% | 9% | 0.6 | 3% | 1.3
Oc1c(C(c2ccccc2)N2CCC3(CC2)OCCO3)sc2nc(-c3ccco3)nn12 (configuration not stated) | -2 | · | 18%[57.1 µM] | -8% | -1%[57.1 µM] | -11% | -0.2 | -10% | -0.5
O=C(Cn1ccc([N+](=O)[O-])n1)NCc1ccco1 | -7 | 6 | ? | -4% | 0% | -15% | -0.6 | 3% | -0.5
CC(=N)c1c(O)c2ccccc2oc1=O | 1 | -12 | 6% | -2% | -5% | -10% | -0.6 | 3% | -0.2
COc1cc(C)c(S(=O)(=O)NOCc2ccc([N+](=O)[O-])cc2)c(C)c1C | 3 | 6 | 23%[2.29 µM] | ? | -3%[57.1 µM] | -2% | 0.2 | 6% | 0.0
Cc1ccccc1Nc1c(-c2ccccn2)nc2ccccn12 | 12 | -2 | -7% | 18% | -7% | -20% | -0.3 | 3% | -2.2
CSc1ccccc1OCc1cc(C(=O)N2CCNC(=O)C2)no1 | -3 | 11 | -6% | -3% | -8% | -6% | 0.0 | 9% | 0.4
Cc1nc2cc(NC(=O)NCc3ccccc3)ccc2o1 | -3 | 20 | -4% | -1% | 1% | 3% | -0.2 | -3% | -1.3

Full records, quoted from the list. Order of values: TRHR enhancer, D2 antag, TrxR1 inh, Pin1 inhibitor, TrxR1 substrate, USP1 inh, TRHR ag, mIDH1 inhibitor, D2 agonist
`CC(c1ccccc1)N1CNc2c(c(=O)n(C)c(=O)n2C)C1` (configuration not stated) reads -4, ·, -1%, 2%, 3%, 2%, -0.2, 8%, ·
`COc1cc(CCC(=O)OCC(=O)N2CCc3ccccc32)cc(OC)c1OC` reads 15, -6, 17%, -8%, 3%, -13%, -0.4, 5%, -0.7
`Cc1ccccc1Cn1cc(NC(=O)c2nc3ncccn3n2)cn1` reads 9, -21, 10%, 0%, 0%, 9%, 0.6, 3%, 1.3
`CC(=N)c1c(O)c2ccccc2oc1=O` reads 1, -12, 6%, -2%, -5%, -10%, -0.6, 3%, -0.2
`COc1cccc(-c2nnc3n(Cc4ccc(F)cc4)c(=O)c4ccccc4n23)c1` reads 1, ·, 23%, -4%, -2%, -1%, -0.2, 0%, 1.0

A portion of the library; count on the stated rates, not on these rows.
